Rac1 GTP hydrolysis = MgcRacGAP GTPase-activating activity inhibitors, confirmation, biochemical, ADP Hunter fluorescence; MgcRacGAP-stimulated Rac1 GTP hydrolysis, ADP Hunter fluorescence; higher % means a stronger effect; GST-tagged Rac1 F28L mutant substrate; one-dose inhibition, % at 30 µM; IC50 in µM for titrated hits; hit rate 0.6% among 340,000; AID 624330;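 active = first-screen hits whose inhibition reached a set limit at any dose in the follow-up dose series; inconclusive = inhibition above the set first-screen limit but never retested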;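 note: fluorescence reports GDP produced by GAP-driven GTP hydrolysis; strong numbers were not always called active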
Lipid droplet = modulators of hepatic lipid droplet formation | inhibition, % at 6.5 µM | hit rate 0.4% among 240,000 | AML12 mouse hepatocytes, oleate lipid droplets, BODIPY imaging;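 active = lipid droplet intensity inhibited by at least 50%, with more than 500 cells counted; inconclusive = wells with under 300 cells, treated as cytotoxic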
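Assay system: AML12 mouse liver cells | Compound dosing: One dose, 6.5 µM compound | Read-out basis: Droplet intensity reduction, % inhibition | Measured by: Fluorescence imaging, 20x objective, two fields per well | Schedule: Overnight treatment with compound plus oleate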
GPR35 antagonists = inhibition of zaprinast-stimulated GPR35 beta-arrestin translocation – imaging, U2OS, beta-arrestin-GFP, zaprinast agonist, primary screen (AID 2058). inhibition, % at 10 µM; hits with a dose series show IC50 in µM. U2OS GPR35 beta-arrestin-GFP translocation imaging, zaprinast antagonism; higher % means a stronger effect. hit rate 0.052% among 290,000;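 active = inhibition of at least 50% with at least 30 cells and total cytoplasm GFP at most 10,000,000; inconclusive = under 30 cells or total GFP of 10,000,000 plus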
NTR1 agonist = agonists of NTR1, primary screen, imaging, U2OS cells, beta-arrestin-GFP, high content (AID 493036); activation, % at 20 µM; NTR1-U2OS beta-arrestin-GFP spot imaging, agonist mode; hit rate 0.17% among 330,000;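 active = activation at or above 40% of the spot to cytoplasm intensity ratio, with at least 20 cells analyzed; inconclusive = wells under 20 cells, flagged as cytotoxic or low count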;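 note: 0% = DMSO without peptide and 100% = 100 nM NTR1 peptide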
Target sequence (P30989 whole entry, looked up): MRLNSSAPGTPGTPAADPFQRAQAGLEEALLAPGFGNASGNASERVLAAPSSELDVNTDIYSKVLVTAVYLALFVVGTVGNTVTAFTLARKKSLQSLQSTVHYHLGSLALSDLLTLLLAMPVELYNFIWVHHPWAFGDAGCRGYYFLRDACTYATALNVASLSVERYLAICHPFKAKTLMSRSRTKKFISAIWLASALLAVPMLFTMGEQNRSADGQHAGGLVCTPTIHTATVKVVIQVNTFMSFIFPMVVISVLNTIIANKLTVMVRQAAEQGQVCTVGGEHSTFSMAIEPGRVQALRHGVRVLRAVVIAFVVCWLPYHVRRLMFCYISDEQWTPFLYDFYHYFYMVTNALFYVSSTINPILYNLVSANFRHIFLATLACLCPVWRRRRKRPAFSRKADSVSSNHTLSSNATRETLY
GPR55 LPI antagonism = GPR55 antagonists blocking LPI-driven arrestin recruitment, primary screen, imaging, U2OS, beta-arrestin-GFP, LPI agonist (AID 2013). U2OS GPR55 beta-arrestin-GFP translocation imaging, LPI antagonism; higher % means a stronger effect. inhibition, % at 10 µM, or IC50 in µM where a hit was titrated. hit rate 0.13% among 290,000;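 active = spots per cell inhibited over 60%, with over 100 cells counted and total cytoplasm intensity under 500,000; inconclusive = wells with under 100 cells, flagged as likely toxic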;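 note: U2OS cells stably carrying GPR55 and arrestin-GFP stimulated by 5 µM LPI near EC80; imaged beta-arrestin-GFP aggregate spots per cell after agonist stimulation; plate controls were LPI-stimulated DMSO wells for no effect and DMSO wells without LPI for full effect; some results filed as inactive read as strong as hits; confirmed hits need IC50 under 10 µM and bright autofluorescent wells are also inconclusive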
T cell HTS = modulates CD8 T cell binding to vesicles | 2C CD8+ T cell-vesicle binding, flow cytometry; active compounds read low | calls only at 7 µM | hit rate 0.068% among 330,000 | AID 2052;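 active = response, share of CD8 T cells binding vesicles, and their 90th percentile fluorescence all below set limits, cut at about 80% in these data, passing the limit was not always enough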
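Incubation: binding step 1.5 h, 37 °C, antibody labelling 20 min, ice; system: murine 2C transgenic CD8+ T lymphocytes; technique: cytometric PE anti-B7-1 and Alexa647 anti-CD8 signals after 1% paraformaldehyde fixation; also added: QL9-charged Drosophila Ld/ICAM-1/B7-1 vesicles; control set: naked versus QL9-loaded vesicles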
GPR55 activation = GPR55 agonists via beta-arrestin recruitment, primary screen, imaging, U2OS cells, beta-arrestin-GFP redistribution (AID 1961); U2OS GPR55 beta-arrestin-GFP redistribution imaging; higher % means a stronger effect; activation, % at 10 µM; hits with a dose series show EC50 in µM; hit rate 0.048% among 290,000;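 active = activation above 40% with more than 50 cells counted in the well; inconclusive = wells holding fewer than 50 cells, flagged as toxic or sparse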;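 note: U2OS osteosarcoma cells stably expressing GPR55 and beta-arrestin-GFP; plate controls were DMSO negative control for no effect and LPI positive control for full effect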
LYP inhibition = PTPN22 lymphoid phosphatase activity blockers – biochemical, fluorescence intensity, uHTS (AID 1779). recombinant LYP phosphatase, fluorescence intensity; higher % means a stronger effect. inhibition, % at 11.5 µM; hits with a dose series show IC50 in µM. hit rate 0.054% among 290,000; in the data active = inhibition above about 50%;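 note: plate controls were vehicle with enzyme for no effect and no enzyme for full effect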
Large T inhibition = TAg ATPase/helicase activity blockers – biochemical (AID 1903); SV40 large T antigen ATPase/helicase inhibition assay; higher % means a stronger effect; one-dose inhibition, % at 20 µM; IC50 in µM for titrated hits; hit rate 0.39% among 310,000; in the data active = a potency from the dose series; inconclusive = inhibition mostly from about 32% at the one dose, without a potency; inactive = the rest, 99 in 100 with inhibition below about 32%; note: strong numbers were not always called active
Lipid droplet cells 6.5 µM = recorded beside Lipid droplet, whose call it bears; cell count; measured here: cell count, cytotoxicity flag;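 cells counted across two imaged fields per well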
T cell HTS vesicle-bound % = recorded beside T cell HTS, whose call it bears; double positive events, %; measured here: CD8+ vesicle-bound cell fraction;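 binding gate set so that unloaded-vesicle control wells show 10% double positive cells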
NTR1 agonist cell count 20 µM = recorded beside NTR1 agonist, whose call it bears; cell count; measured here: cell count, cytotoxicity flag
* marks the source's active call; other numbers are inactive results; i = inactive; ? = inconclusive; / = no result given.

no.	SMILES	Rac1 GTP hydrolysis	Lipid droplet	Lipid droplet cells 6.5 µM	GPR35 antagonists	NTR1 agonist	NTR1 agonist cell count 20 µM	GPR55 LPI antagonism	T cell HTS	T cell HTS vesicle-bound %	GPR55 activation	LYP inhibition	Large T inhibition
1	CC1=C(C(=O)N2CCOCC2)C(c2ccc(-c3ccccc3)cc2)NC(=S)N1 (centres undefined)	9%	-9	665	2%	1.1	65	1%	i	26	-0.1%	-3%	5%
2	Fc1ccccc1N1CCN(Cc2nc(-c3ccc(Cl)cc3Cl)no2)CC1	6%	4	794	15%	-0.4	66	25%	i	58	-0.1%	7%	13%
3	CC1CN(C(=S)Nc2cccc(F)c2)CC(C)O1 (centres undefined)	6%	/	/	18%	-0.3	57	-17%	i	41	0.5%	-9%	8%
4	O=C1C2CC=CCC2C(=O)N1c1ccc(N2CCN(c3ccccn3)CC2)c([N+](=O)[O-])c1 (centres undefined)	6%	-4	707	8%	0.8	51	13%	i	33	0.6%	1%	6%
5	Cc1nc2c(c(=O)n1Cc1ccccc1Cl)c1nc3ccccc3nc1n2Cc1ccco1	/	-2	758	-1%	/	/	-9%	/	/	-0.1%	-4%	/
6	Cc1cccc(N2CCN(c3nc4nonc4nc3N3CCSCC3)CC2)n1	-2%	-39	712	13%	-0.2	78	-8%	i	44	-0.1%	-5%	2%
7	CCN(Cc1cc2ccccc2[nH]c1=O)C(=O)C1CCCCC1	9%	12	671	-8%	1.9	62	-8%	i	58	-0.2%	1%	13%
8	CCNS(=O)(=O)c1ccc(S(=O)(=O)N(Cc2ccccn2)C2CCCCC2)cc1	6%	20	694	4%	1.1	55	14%	i	49	-0.2%	5%	13%
9	Oc1ccc(Cl)cc1CNCc1cccc2ccccc12	6%	/	/	/	-4.4	81	/	i	59	/	/	-4%
10	Cn1cccc1/C=N/NC(=O)CNc1cccc2ccccc12	/	-11	720	15%	2.1	44	-5%	i	18	0.4%	0%	20%
11	CSc1cccc(NC(=S)N(Cc2ccc(C)cc2)Cc2ccccn2)c1	1%	6	765	-10%	0.2	44	14%	i	39	-0.3%	-2%	5%
12	CCOc1ccc(S(=O)(=O)NCc2ccncc2)cc1NC(=O)c1ccccc1	2%	/	/	/	4.4	52	/	i	6	/	/	0%
13	CCCCNc1c([N+](=O)[O-])cc(C)cc1[N+](=O)[O-]	3%	/	/	-14%	-0.3	62	-9%	i	34	0.8%	-3%	0%
14	O=C(COC(=O)c1cc(=O)[nH]c(=O)[nH]1)Nc1cccc(S(=O)(=O)N2CCOCC2)c1	-4%	32	717	-15%	0.1	71	1%	i	40	-0.2%	-4%	14%
15	Oc1ccc(Cl)cc1C1=NCCNC(C(F)(F)C(F)F)=C1	8%	-6	744	-4%	2.8	88	9%	i	41	-0.1%	-1%	7%
16	COc1ccccc1N1CCN(C(=O)c2c(C)cc(=O)oc2C)CC1	11%	6	822	-1%	-0.1	37	-6%	i	1	0.3%	1%	7%
17	CCOC(=O)c1cnc2nc(NCc3ccc(OC)c(OC)c3)[nH]n2c1=O	5%	27	769	-14%	0.6	72	11%	i	12	-0.2%	-9%	1%
18	O=C(/C=C/c1cccs1)Nc1ccncc1	11%	-21	620	17%	-0.2	56	15%	i	6	0.1%	1%	15%
19	CCCCNC(=O)Nc1cc(C(=O)OC)ccc1C	10%	/	/	14%	0.6	44	-28%	i	55	-0.1%	-1%	1%
20	O=[N+]([O-])c1ccc(S(=O)(=O)NCC2CC3CCC2C3)cc1 (centres undefined)	-5%	9	826	9%	1.5	74	-9%	i	10	0.0%	-6%	11%
21	NS(=O)(=O)c1ccc(NC(=S)NC(=O)c2cccnc2)cc1	/	3	696	-8%	1.4	79	-2%	i	64	-0.2%	3%	2%
22	CCCCCn1c(CN2CCCCC2C)nc2c1c(=O)n(C)c(=O)n2C (centres undefined)	0%	/	/	6%	2.3	74	-2%	i	56	0.0%	-2%	4%
23	O=C(Nn1nnnc1Nc1ccccc1)C12CC3CC(CC(C3)C1)C2	6%	-4	751	-15%	-0.1	50	1%	i	31	0.3%	-4%	7%
24	Cc1cc(C)n(CC(C)(O)c2ccccc2)n1 (centres undefined)	9%	/	/	/	0.9	88	/	i	24	/	/	1%
25	COC(=O)c1[nH]c2cccc(Cl)c2c1NC(=O)CN(C)C1CCCCC1	11%	/	/	23%	2.5	50	4%	i	55	0.2%	-5%	11%
26	Cc1ccc(-n2c(COc3c(C)cccc3C)nnc2SCC(=O)Nc2nccs2)cc1	6%	13	761	23%	-1.2	56	-7%	i	51	0.6%	-10%	11%
27	Cc1ccc(Nc2nc(N)c([N+](=O)[O-])c(N3CCOCC3)n2)cc1	6%	16	674	2%	-0.8	71	15%	i	37	-0.3%	2%	9%
28	CCCCCCNC(=O)C(C(=O)OCC)C1CCCCC1 (centres undefined)	6%	/	/	5%	-3.8	65	5%	i	5	-0.1%	-8%	-3%
29	O=C(O)c1c(-c2ccccc2)c(-c2ccccc2)nc2ccccc12	5%	5	705	6%	-1.9	84	5%	i	54	-0.1%	2%	-2%
30	Cc1nc(-c2cccc(NC(=O)C3CCCCC3)c2)cs1	3%	2	677	-1%	7.5	46	-4%	i	60	-0.1%	6%	7%
31	O=C(CSc1nc2sc3c(c2c(=O)n1-c1ccccc1)CCCC3)N/N=C/c1ccc(C(=O)O)cc1	-45%	10	781	-3%	-0.1	53	-3%	i	20	-0.1%	3%	/
32	COc1ccc(S(=O)(=O)N2CCCOC2CNC(=O)C(=O)NC2CCCC2)cc1 (centres undefined)	-4%	0	766	-6%	2.0	70	18%	i	8	-0.2%	-10%	11%
33	CC(C)C[C@H](NC(=O)N1CCn2c1nc1ccccc12)C(=O)N1CCCCC1	14%	-4	771	13%	-0.2	69	1%	i	28	-0.2%	-5%	-1%
34	Cc1ccc(-c2nnc(SCC(=O)Nc3sc(C)c(C)c3C#N)n2C)cc1	5%	9	726	2%	2.5	55	5%	i	30	-0.1%	-7%	5%
35	COc1cccc(C(=O)Nc2cccc(-c3nc4ncccc4o3)c2C)c1	9%	/	/	8%	0.3	30	8%	i	55	0.2%	-4%	1%
36	Nc1nonc1-c1nc2ccccc2n1CC(=O)N/N=C\c1ccc(-c2ccc(Cl)cc2)o1	3%	/	/	17%	5.3	54	4%	i	9	0.2%	-6%	?
37	O=C(NCC1CCCO1)C1CCN(C2CCN(C(=O)CC3CCCC3)CC2)CC1 (centres undefined)	-6%	12	729	-1%	2.0	40	-6%	i	42	0.5%	-3%	0%
38	CC(C)CC(=O)NC(=S)Nc1cc(C(F)(F)F)ccc1N1CCOCC1	6%	6	621	-3%	16	34	11%	i	48	0.0%	0%	12%
39	Cc1nn(CC(=O)Nc2nccs2)c(C)c1[N+](=O)[O-]	7%	-2	730	3%	1.7	47	4%	i	8	-0.9%	-3%	3%
40	CCN(CC)S(=O)(=O)c1ccc(NC(=O)Cn2c(=O)sc3ccccc32)cc1	0%	1	666	-14%	-0.8	78	-2%	i	24	0.2%	6%	3%
41	CCOc1ccc(C(=O)Nc2nc(C)c(C(=O)OC)s2)cc1	/	-7	704	13%	-0.9	49	8%	i	6	0.1%	-4%	7%
42	CCN(CC)C(=O)c1ccc(CS(=O)(=O)c2ccc(OC)cc2)o1	1%	23	719	3%	-0.6	75	-2%	i	33	0.0%	1%	-6%
43	NC(=O)Nc1ccc(Oc2ncc(C(F)(F)F)cc2Cl)cc1	8%	-4	577	7%	-0.7	82	12%	i	32	0.4%	-7%	2%
44	CN(C(=O)COn1nnc2ccc(S(=O)(=O)N3CCOCC3)cc21)c1ccccc1	3%	/	/	/	-1.0	47	/	i	53	/	/	12%
45	COc1cc(-c2nnc(CSc3nc4ccccc4s3)o2)cc(OC)c1OC	/	/	/	2%	/	/	6%	/	/	-0.2%	-3%	8%
46	C=CCNC(=O)CCC(=O)NNc1nc2ccccc2c2nc(-c3ccccc3)nn12	10%	5	709	1%	-0.5	91	13%	i	65	0.0%	1%	14%
47	O=C(CN(Cc1ccccc1)S(=O)(=O)c1ccccc1)N/N=C/c1ccccc1[N+](=O)[O-]	6%	/	/	16%	5.4	40	9%	i	25	0.0%	-4%	6%
48	O=C(NCC1CCCO1)c1c(O)nc2sccn2c1=O (centres undefined)	5%	/	/	/	0.0	61	/	i	44	/	/	11%
49	COc1ccc(C(c2nnnn2C2CCCC2)N2CCC(C)CC2)c(OC)c1 (centres undefined)	9%	-22	602	10%	3.3	60	-3%	i	44	-0.1%	-3%	2%
